IL1B secr inh: inhibitors of inflammasome signaling (IL-1 beta secretion) | activity change, % at 57.5 µM | AID 743279 | 360,000 compounds, 4.7% hits | THP-1 LPS/ATP IL-1B secretion, AlphaLISA, 16 h; hits give low values; in the data active = activity change below about -50%; inconclusive = mostly about -30% to -49%; also: % is scaled to controls: 0 for no effect and ±100 for the full control effect
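THP-1 cells pretreated 1 hr with compounds (up to 57.5 uM final), then stimulated with LPS (250 ng/mL final) plus ATP (1.25 mM final); secreted IL-1B measured by AlphaLISA after 16 hr, decreased signal indicating inhibition.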
HT1080NT lethal: kills 2HG-producing HT-1080-NT fibrosarcoma cells; HT-1080-NT fibrosarcoma viability, CellTiter-Glo ATP luminescence, 48 h; Potency, µM (doses to about 46.1 µM), without a hit: at the highest dose activity, negative = less viability, actives largely listed as cytotoxic; 360,000 compounds, 1.6% hits; AID 686970;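 also: NT is the 2HG producing partner of a matched IDH1 knockdown line; potency is read from the fitted curve at half-maximal effect; 0% = DMSO-treated cells and -100% = media-only wells without cells; nearly all actives have a fitted effect of over 55% in size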
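750 cells/well, RPMI + 5% FBS; 2 h settle, compound pin-transfer, 48 h at 37 degrees C. CellTiter-Glo 10 min RT, luminescence. Normalized to DMSO and media-only wells.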
MCF10A rereplic: DNA re-replication induction in MCF 10a cells | MCF 10A DNA re-replication, Hoechst nuclear intensity, 48 h | Potency, µM (doses to about 46.1 µM), for inactives: at the top dose activity, positive = re-replication, most hits filed as activators | 350,000 compounds, 2.9% hits | AID 624296; also: potency is read from the fitted curve at half-maximal effect; % of control where 0% means no effect; nearly all actives have a fitted effect of over 50% in size
ATXN viability: viability counter-screen for ATXN expression inhibitors; S2 cells (HEK-293 line with an ATXN2-luciferase reporter) viability, CellTiter-Fluor protease fluorescence, 24 h; Potency, µM (highest dose often 56.7 µM), actives largely listed as cytotoxic; 400,000 compounds, 0.49% hits; AID 651635; also: potency is read from the fitted curve at half-maximal effect; nearly all actives have a fitted effect of over 40% in size
HT1080 IDH1KD tx: toxicity to HT-1080 IDH1 knockdown cells (counter line); HT-1080 IDH1 knockdown viability, ATP luminescence, 48 h; Potency, µM (titrated, usually from 46.1 µM), without a hit: top-dose activity, negative = toxicity, usual class: cytotoxic; 360,000 compounds, 2% hits;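 also: potency is read from the fitted curve at half-maximal effect; 0% = DMSO wells and -100% = cell-free medium wells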
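HT-1080-IDH1KD cells (IDH1 knocked down), 750/well in RPMI with 5% FBS, treated with compound 48 h at 37 degrees C. Viability by CellTiter-Glo luminescence, normalised to DMSO and no-cell wells; concentration-response curves classed.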
KB-3-1 cytotox: kills parental KB-3-1 adenocarcinoma cells; Potency, µM (titrated, usually from 46.1 µM), inactives show top-dose activity change, negative = cytotoxic, usual class: cytotoxic; 400,000 compounds, 1.4% hits; KB-3-1 viability, CellTiter-Glo ATP luminescence, 72 h; also: potency is read from the fitted curve at half-maximal effect; % is scaled to controls: 0 for no effect and ±100 for the full control effect; nearly all actives have a fitted effect of over 60% in size
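Multi-concentration cytotoxicity screen in KB-3-1 cells grown in DMEM lacking phenol red with 10% FBS. After 72 h at 37 °C with compound, ATP-dependent luminescence was recorded.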
ATXN2 expr inh: ATXN2 expression inhibition. HEK-293 ATXN2-luciferase reporter, luminescence, 24 h. Potency, µM (series often up to 57 µM), inactives show top-dose activity change, negative = inhibition, actives largely listed as inhibitors. 360,000 compounds, 0.72% hits. AID 1745845; also: potency is read from the fitted curve at half-maximal effect; % is scaled to controls: 0 for no effect and ±100 for the full control effect; nearly all actives have a fitted effect of over 55% in size
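ATXN2-luciferase reporter cells (luciferase flanked by upstream and downstream ATXN2 gene portions) were treated 24 h at 37 °C with compounds at up to 57 uM. SteadyGlo luminescence gave expression; GF-AFC fluorescence gave viability.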
SW480 rereplic: inducers of DNA re-replication in SW480 colon cancer cells; SW480 DNA re-replication, Hoechst DNA content imaging, 48 h; 340,000 compounds, 1.8% hits; Potency, µM (highest dose often 46.1 µM), for inactives: at the top dose re-replication activation, actives largely listed as activators; also: potency is read from the fitted curve at half-maximal effect; % of control where 0% means no effect; nearly all actives have a fitted effect of over 55% in size
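Treated cells incubate 48 hr (37 C, 5% CO2), are stained 40 min with Hoechst, and nuclear fluorescence is enumerated; a rise in nuclei with high DNA signal marks re-replication.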
KB-V1 cytotox: kills drug-selected multidrug resistant KB-V1 cells. AID 1347076. 400,000 compounds, 3.4% hits. Potency, µM (highest dose often 46.1 µM), for inactives: top-dose activity change, negative = cytotoxicity, most hits filed as cytotoxic. KB-V1 MDR cells viability, CellTiter-Glo, 72 h; also: potency is read from the fitted curve at half-maximal effect; % is scaled to controls: 0 for no effect and ±100 for the full control effect; nearly all actives have a fitted effect of over 60% in size
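Compound-treated KB-V1 multidrug-resistant cells, 72 h, 37 degrees C; viability by CellTiter-Glo. Fitted qHTS curves give the values.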
* = called active by the depositor; i = inactive; ? = inconclusive; · = not tested or not shown; & = joins results of further samples; [ ] = dose if it differs, or a comment. Unless noted, calls follow the shape of the dose curve; as a rule, active = well fitted curve in the direction sought with a large enough effect; inconclusive = small, poorly fitted or top-dose-only effect, or another doubt; inactive = no such curve, though single readings can be large; an effect the other way counts as inactive or inconclusive. This is a subset; rates above refer to the full screens.

SMILES	IL1B secr inh	HT1080NT lethal	MCF10A rereplic	ATXN viability	HT1080 IDH1KD tx	KB-3-1 cytotox	ATXN2 expr inh	SW480 rereplic	KB-V1 cytotox
COC(=O)C(O)(c1ccc(NC(=O)c2ccccc2)cc1)C(F)(F)F (configuration not stated)	0	5%	0%	?	1%	-7%	·	-19%	14%
O=C1CN=C(c2ccccc2)c2oc3ccc(Br)cc3c2N1	12	-1%	9%	?	2%	-1%	-11%	0%	5%
Clc1ccccc1C1NCc2ccccc2-n2cccc21 (configuration not stated)	6	-11%	5%	i	-11%	-7%	·	-5%	-18%
Cc1ccnc(-n2c(C)cc(C=C3C(=O)N(C)C(=S)N(C)C3=O)c2C)c1	-7	-1%	29%	i	4%	-27%	-7%	4%	5%
Cc1ccc(-n2sc3ccccc3c2=O)cc1	-103*	?	?	?	?	?	0%	?	?
CCc1ccccc1NC(=O)CNC1CCCCC1	18	17%	-3%	i	17%	3%	2%	4%	20%
CC12CN3CC(C)(CN(C1)C3c1cccs1)C2 (configuration not stated)	-11	-9%	-1%	i	-2%	7%	0%	-8%	3%
NP(N)(=O)NC(=O)c1ccc(F)cc1	·	·	-1%	i	·	·	4%	5%	·
CCOc1ccc(/C=C/C(=O)C(C(N)=O)=C2SCCS2)cc1	-5	-5%	?	i	-1%	?	68%[activator]	13%	?
Cc1ccc2c(c1)C1CN(C)CCC1N2C(=O)c1ccccc1NS(=O)(=O)c1cccc(C(F)(F)F)c1 (configuration not stated)	-5	-28%	?	i	?	-4%	-2%	9%	5%
CCCCn1c(O)c(C(C)=NCCc2c[nH]c3ccccc23)c(=O)[nH]c1=O	-9	-11%	-1%	i	-6%	2%	-26%	-12%	-13%
c1cc2c(cc1C1OCC3C(c4ccc5c(c4)OCO5)OCC13)OCO2 (configuration not stated)	-20	-1%	-1%	i	0%	-5%	-15%	24%	0%
CCCN1CC[C@@H]2c3cc(O)ccc3CC[C@@H]21	19	3%	-8%	i	-11%	0%	-3%	-40%[inhibitor]	5%
CC(C)CCC1(CCc2ccncc2)C(=O)NC(=O)NC1=O	19	0%	0%	i	3%	14%	-3%	-1%	-7%
CN1CCN(c2c(N)c(=O)oc3ccccc23)CC1	3	-2%	-34%[inhibitor]	i	-11%	1%	-8%	2%	-1%
O=C(c1ccc2nc3ccc(Cl)cc3c(=O)n2c1)N1CCC2(CC1)OCCO2	-9	11%	-4%	i	-1%	18%	2%	-1%	21µM*
Fc1ccc2c(c1)nnn2C1CCN(Cc2ccccc2)CC1	-16	-3%	1%	i	0%	-1%	-7%	0%	-13%
Cc1c(-c2cccc(Cl)c2)nc2ccccc2c1C(=O)N1CCC2(CC1)OCCO2	i	-8%	?	i	?	22%	-10%	-8%	?
Cc1ccc(S(=O)(=O)N2CCC(C(=O)N3CCC4(CC3)OCCO4)CC2)cc1	-9	0%[9.24 µM]	-3%	i	-5%	-6%	-8%	-5%	6%
O=C1NC(=O)N(c2ccccc2F)C(=O)/C1=C/c1cn(CC(=O)N2CCOCC2)c2ccccc12	-14	?	21µM*	i	?	-2%	-4%	6%	26%
CN(C)c1ccc([N+](=O)[O-])c([N+](=O)[O-])c1	-59*	-16%	12%	?	-4%	0%	0%	-4%	6%
Cc1cc(C)c(OCC(=O)Nc2cccc(NC(=O)c3ccco3)c2)c(Br)c1	-55*	?	1%	?	?	-4%	?	1%	21µM*
COc1ccc(NC(=O)CN2C3CCC2CC(O)(c2cccnc2)C3)cc1OC (configuration not stated)	-19	-2%	0%	i	-4%	10%	-2%	-2%	17%
O=C(CCc1ccccc1)N1Cc2cc(N3CCOCC3)ccc2-n2nncc2C1	-16	4%	·	i	2%	0%	2%	·	-11%

Among those listed so far, these have a furan ring, fused or not.
SMILES	IL1B secr inh	HT1080NT lethal	MCF10A rereplic	ATXN viability	HT1080 IDH1KD tx	KB-3-1 cytotox	ATXN2 expr inh	SW480 rereplic	KB-V1 cytotox
O=C1CN=C(c2ccccc2)c2oc3ccc(Br)cc3c2N1	12	-1%	9%	?	2%	-1%	-11%	0%	5%
Cc1cc(C)c(OCC(=O)Nc2cccc(NC(=O)c3ccco3)c2)c(Br)c1	-55*	?	1%	?	?	-4%	?	1%	21µM*

Following part
SMILES	IL1B secr inh	HT1080NT lethal	MCF10A rereplic	ATXN viability	HT1080 IDH1KD tx	KB-3-1 cytotox	ATXN2 expr inh	SW480 rereplic	KB-V1 cytotox
CCN(CC)CCCN=Cc1c(O)n(CCc2ccc(OC)c(OC)c2)c(=O)[nH]c1=O	63	3%	3%	i	0%	9%	0%	-1%	0%
CN1C(=O)CN=C(c2ccc(Cl)cc2)c2cc(Cl)ccc21	-21	?	?	i	?	0%	1%	-1%&1%	-8%
COc1ccc(CN(C)S(=O)(=O)c2nnc(NC(=O)c3ccccc3Br)s2)cc1	5	-29%	?	i	-1%	1%	-4%	?	3%
Nc1ccc(CCN2CCN(c3cccc(C(F)(F)F)c3)CC2)cc1	-10	-27%	1%	i	-23%	0%	-38%	0%	-25%
COc1ccc(CN2C(=O)NC(=O)/C(=C\c3cccc(OC)c3OC)C2=O)cc1	-3	26%	-5%	i	25%	-3%	-3%[11.3 µM]	-12%	2%
CCOC(=O)c1cc(CC)sc1/N=C/C1C(=O)NC(=S)NC1=O	16	7%	-2%	i	13%	20%	5%	-1%	19%
O=S1(=O)CC2(N3CCOCC3)CCCCCCC21 (configuration not stated)	-2	9%	-5%	i	1%	1%	4%	-4%	9%
Cc1ccccc1-n1c(O)c(/C=N/NC(=O)c2ccccc2O)c(=O)[nH]c1=S	0	-5%	10%	i	-3%	14%	6%	26%	-12%
N=C1c2ccccc2CN1CC(=O)c1ccccc1	-23	-13%	-11%	i	-6%	?	17%	2%	-20%
Cn1nnc(CC[N+](C)(C)C)n1	·	18%	?	i	21%	8%	-5%	?	-6%
Cc1ccc(-c2cc(-c3ccc(C)cc3)[n+](-c3ccc(C(=O)[O-])cc3)c(-c3ccc(C)cc3)c2)cc1	21	-17%	?	i	-15%	0%	0%	-3%	-8%
[Hg+][c]1ccccc1	·	·	51%	·	·	?	·	11µM*	?
Cc1ncc2n1-c1ccc(Cl)cc1C(c1ccccc1F)=NC2	32	?	?	i	?	-1%	16%&62%	-1%&-70%	?
CCC(=NCCCn1ccnc1)c1c(O)n(Cc2ccccc2)c(=O)[nH]c1=O	4	-5%	-55%[0.0737 µM]	i	-19%	2%	5%	-5%	3%
CCCCCCC(N)CC(=O)O (configuration not stated)	0	-1%	1%	i	2%	-9%	-4%	-3%	0%
CN1CCN(C(=O)COc2ccc(-c3nc4ccccc4s3)cc2)CC1	-60*	?	-3%	i	-1%[9.24 µM]	-26%	?	-6%	-30%
Cc1nc2cc(OC(=O)N(C)Cc3cccc(-c4ccncc4)c3)ccc2s1	?	?	·	·	?	?	-35%	·	-28%
NS(=O)(=O)c1ccc(N=Nc2c(O)[nH]c(=S)[nH]c2=O)cc1	23	3%	-1%	?	13%	4%	·	-14%	0%
CNCCc1ccc(O)c(O)c1	-1	?	-2%	i	?	0%	-8%	?	7%
Cc1ccc(CNS(=O)(=O)c2cc3c(cc2C)N(C)CCO3)cc1	14	0%	10%	?	0%	-15%	-3%	1%	0%
CCC(C)N1CCN(C(=O)COc2ccc3ccccc3c2)CC1 (configuration not stated)	-13	5%	?	i	1%	4%	-3%	?	3%
CCSc1nnc(NC(=O)c2cccn(Cc3ccccc3Cl)c2=O)s1	·	·	·	i	·	2%	13%	·	15%
C[C@]12CCC3C(CC[C@H]4C[C@H](O)CC[C@]34C)C1C[C@@H](O)[C@@H]2O (some centres not stated)	-7	1%	-3%	i	16%	-1%	0%	-1%	8%
CCN1CCN(Cc2ccc(C)cc2C)CC1	7	-1%	13%	i	2%	1%	-8%	-7%	-20%
CN1CSC(=S)N(C)C1	-95*	-4%	0%	i	-5%	?	-18%	?	?
CC1=CC(=Cc2sc3ccccc3[n+]2C)C=C(C)O1	-52*	8.2µM*	?	?	10µM*	?	?	5.8µM*	?
O=C(Cc1ccccc1)N1CCN(C2CCCCCC2)CC1	-4	4%	2%	i	22%	?	-17%	-5%	-27%
COC(=O)C1=C(c2ccc(OCc3ccccc3)cc2)C[C@@H]2CC[C@H]1N2C(=O)NCc1ccc2c(c1)OCO2	-19	-13%	·	?	-15%	?	-13%	·	-21%
O=c1c(/C=N/N2CCOCC2)c(O)n(-c2ccccc2)c(=S)n1-c1ccccc1	14	-1%	2%	i	3%	12%	7%[11.3 µM]	-2%	4%
CC12CN3C(O)C(C)(C1)CC(C)(C2)C3O (configuration not stated)	-9	-4%	?	i	-2%	-26%	5%	5%	-24%
O=C1NCN(c2ccccc2)C12CCN(C(c1cccc3ccccc13)c1nnnn1C1CCCCC1)CC2 (configuration not stated)	42	?	·	?	1%	0%	10%	·	19%
O=C(O)Cn1cc(C(=O)c2ccccc2)c2ccccc21	2	-3%	-6%	i	16%	1%	11%	-1%	-4%
O=c1c2ccccc2[nH]c(=S)n1-c1cccnc1	30	11%	-2%	i	7%	-2%	-4%	-4%	0%
Cc1c(C(=O)c2ccccc2)c2ccccc2n1C	20	2%	4%	i	1%	0%	·	-7%	-1%
O=C1OCc2cc(N=Nc3c(O)[nH]c(=O)[nH]c3=O)ccc21	19	4%	-8%	?	-1%	-2%	-14%	-5%	27%
CCOC(=O)C1=C(N)OC2=C(C(=O)CCC2)C12C(=O)Nc1ccccc12 (configuration not stated)	14	5%	-3%	i	13%	-7%	4%	-5%	-3%
CCOc1cc(/C=C2/C(=O)NC(=O)N(c3ccc(CC)cc3)C2=O)ccc1OC(=O)c1cccs1	3	-5%	1%	i	3%	20%	10%	-10%	7%
CN1CCN(CCOC2c3ccccc3CSc3ccc(Cl)cc32)CC1 (configuration not stated)	-87*	16µM*	23µM*	?	?	?	-26%	?	?

Bioassay records as filed in PubChem BioAssay.
